Compound activity deposited in PubChem BioAssay by several laboratories.
PPARg SRC1 recr – PPARgamma-driven SRC-1 recruitment agonism; PPARgamma-SRC-1 coactivator recruitment biochemical assay; 200,000 tested, 0.41% active; AID 631; P37231; activation, % at 8 µM; in the data active = activation above about 19%;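 also: 0% = DMSO and 100% = reference agonist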
Target sequence (P37231 whole entry, looked up): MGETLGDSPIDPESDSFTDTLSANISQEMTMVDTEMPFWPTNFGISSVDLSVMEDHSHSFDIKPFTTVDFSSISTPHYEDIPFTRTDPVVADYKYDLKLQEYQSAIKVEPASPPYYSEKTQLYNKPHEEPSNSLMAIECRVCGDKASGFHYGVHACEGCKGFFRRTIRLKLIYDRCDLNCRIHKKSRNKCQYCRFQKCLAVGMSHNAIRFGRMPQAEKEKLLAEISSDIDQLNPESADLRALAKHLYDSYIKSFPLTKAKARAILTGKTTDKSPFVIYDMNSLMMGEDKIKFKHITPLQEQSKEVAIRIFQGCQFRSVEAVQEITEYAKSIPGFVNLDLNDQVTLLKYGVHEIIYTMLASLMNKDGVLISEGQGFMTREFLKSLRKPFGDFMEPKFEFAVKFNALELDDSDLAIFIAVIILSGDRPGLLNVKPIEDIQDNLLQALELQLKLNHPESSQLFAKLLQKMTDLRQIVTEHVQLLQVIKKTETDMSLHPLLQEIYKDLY
SRC2 TRFRET art – flags TR-FRET format artefacts in PPARgamma SRC-2 recruitment agonist screen | TR-FRET artefact counter-screen; active compounds read high | TR-FRET ratio at 8 µM | 200,000 tested, 0.4% active | AID 1049; in the data active = TR-FRET ratio above about 2000; also: inactives centre near 1500
RAM inhibit – inhibitors of the yeast RAM network | S. cerevisiae dse1pr::URA3 reporter, 5-FOA growth OD615, 2 d; analog-sensitive cbk1-as2 kinase mutant strain | AID 868 | 190,000 tested, 1.8% active | inhibition, % at 50 µM;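 active = inhibition above a set limit, 3 SD over mean compound inhibition, cut at about 8.4% in these data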;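 also: 0% = DMSO-only wells with no growth and 100% = 10 µM 1-NA-PP1 full growth; inhibition rescues growth on 5-FOA so higher OD means more RAM inhibition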
PPARg SRC-2 ag – agonists of SRC-2 recruitment by human PPARgamma; P37231; PPARgamma LBD-SRC-2 recruitment, biochemical; activation, % at 8 µM; 200,000 tested, 0.34% active; AID 1032; in the data active = activation above about 22%;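 also: 0% = vehicle and 100% = reference agonist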
STAT1 blocker – STAT1 signaling inhibition; inhibition, % at 5.5 µM; 200,000 tested, 0.35% active; NIH 3T3 STAT1-luciferase reporter, IFN-gamma, luminescence;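 active = inhibition above a set limit, the mean inhibition across all tested compounds plus 3 SD, cut at about 34% in these data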;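 also: 0% = IFN-gamma with DMSO and 100% = IFN-gamma with 300 µM nifuroxazide; values of inactives mirror those of a sister screen read the other way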
PPARg SRC-3 ag – promotes SRC-3 coactivator recruitment by human PPARgamma; P37231; AID 731; 200,000 tested, 0.26% active; activation, % at 8 µM; biochemical PPARgamma/SRC-3 coactivator recruitment assay; in the data active = activation above about 23%;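 also: 0% = DMSO and 100% = reference agonist; some compounds past the cut are filed as inactive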
TLR4-MyD88 BLA – TLR4-MyD88 interaction inhibition in cells; inhibition, % at 8.4 µM; HeLa CL3-4 TLR4/MyD88 BLA complementation, FRET ratio; O00206+Q99836; 200,000 tested, 0.18% active; in the data active = inhibition above about 25%;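 also: 0% = vehicle and 100% = reference inhibitor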
ROMK primary – human ROMK K+ channel modulation, primary screen; AID 1918; P48048; B-score at 10 µM; 130,000 tested, 2% active; Tet-inducible ROMK, thallium flux fluorescence; actives lie on both sides;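 active = signal ratio slope over the read window, or its plate-corrected B-score, at least 3 SD from the plate mean, either direction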;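 also: B-score of the F/F0 ratio slope over 7 to 12 s after thallium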
STAT3 act – activators of IL-6 induced STAT3 signaling; U3A cells, IL-6 STAT3-luciferase reporter, luminescence; 100% = signal with IL-6 EC80 alone; 190,000 tested, 0.91% active; activation (% of control), % at 5.6 µM; AID 871;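 active = activation above the screen-wide mean of compound activation plus 3 SD, cut at about 130% in these data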;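 also: 0% = background luminescence of wells with medium and substrate only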
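Material: STAT1-lacking human U3A cells, STAT3 luciferase reporter | Benchmarks: IL-6-only wells as 100% reference | Probe or stimulus: IL-6 (33 ng/mL) | Timing: Compound 1 h, then IL-6 6 h at 37 °C | Detection: Luminescence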
STAT3 blocker – reduces IL-6 driven STAT3 reporter signal; 190,000 tested, 0.89% active; AID 862; U3A cells, IL-6 STAT3-luciferase reporter, luminescence; host cell line lacks STAT1; inhibition, % at 5.5 µM;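 active = inhibition above the mean inhibition across all screened compounds plus 3 SD, cut at about 44% in these data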;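 also: 0% = DMSO only wells and 100% = 100 µM nifuroxazide control wells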
S1P3 antag – blocks the human S1P3 receptor; AID 485; inhibition, % at 4.98 µM; CHO S1P3 NFAT-BLA reporter, FRET fluorescence, antagonist mode; 170,000 tested, 0.27% active;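 active = inhibition above the plate cutoff, the mean inhibition of test wells on that plate plus 3 SD, cut at about 28% in these data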;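 also: cells challenged with S1P at its EC80 of 0.8 µM; blue over green emission ratio from cleaved BLA substrate after 4 h stimulation; 0% = S1P-stimulated wells and 100% = unstimulated DMSO-only wells; some compounds past the cut are filed as inactive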
Target sequence (Q99500 whole entry, looked up): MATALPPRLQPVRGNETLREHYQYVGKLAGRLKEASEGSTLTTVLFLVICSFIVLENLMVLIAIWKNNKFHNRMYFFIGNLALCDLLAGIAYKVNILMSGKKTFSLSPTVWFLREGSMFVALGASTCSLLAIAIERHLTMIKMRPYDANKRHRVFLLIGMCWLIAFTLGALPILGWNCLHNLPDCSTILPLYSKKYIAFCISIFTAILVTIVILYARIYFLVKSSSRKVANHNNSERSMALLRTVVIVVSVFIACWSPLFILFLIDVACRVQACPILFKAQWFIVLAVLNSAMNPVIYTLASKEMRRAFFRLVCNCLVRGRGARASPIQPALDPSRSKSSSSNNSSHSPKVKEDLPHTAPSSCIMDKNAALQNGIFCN
An asterisk follows results filed as active. This is a random part of the collection. Share with any hit: about 5.6%.

`COc1cccc(NC(=O)CN2C(=O)NC(C)(CCC(C)C)C2=O)c1` (configuration not stated) gave PPARg SRC1 recr 0, SRC2 TRFRET art 1644, RAM inhibit 0.2, PPARg SRC-2 ag 2, STAT1 blocker -10, PPARg SRC-3 ag 0, TLR4-MyD88 BLA 2, ROMK primary 1.5, STAT3 act 114, STAT3 blocker -9 and S1P3 antag 2.
`CCCn1c(SCC(=O)NCc2ccccc2)nnc1-c1ccncc1` gave PPARg SRC1 recr 10, SRC2 TRFRET art 1672, RAM inhibit -1.0, PPARg SRC-2 ag 18, STAT1 blocker -1, PPARg SRC-3 ag 12, TLR4-MyD88 BLA -3, ROMK primary -0.22, STAT3 act 103 and STAT3 blocker 4.
Screening CC(C)CC(C(=O)O)C(C)CC(=O)Nc1ccn(-c2ccccc2)n1 (configuration not stated) returned PPARg SRC1 recr -1, SRC2 TRFRET art 1403, RAM inhibit 2.4, PPARg SRC-2 ag -3, STAT1 blocker -8, PPARg SRC-3 ag 1, TLR4-MyD88 BLA -12, ROMK primary 1.4, STAT3 act 104 and STAT3 blocker 0.
Screening NC(N)=NCCC[C@H](NC(=O)OCc1ccccc1)C(=O)O returned PPARg SRC1 recr -3, SRC2 TRFRET art 1560, RAM inhibit 0.4, PPARg SRC-2 ag -7, STAT1 blocker 9, PPARg SRC-3 ag 1, TLR4-MyD88 BLA -10, ROMK primary 0.074, STAT3 act 96, STAT3 blocker 2 and S1P3 antag -29.
O=c1cc(-c2ccc3c(c2)OCCO3)oc2ccc(Cl)cc12 was read as PPARg SRC1 recr 3, SRC2 TRFRET art 1611, RAM inhibit 1.2, PPARg SRC-2 ag 3, STAT1 blocker -46, PPARg SRC-3 ag 2, TLR4-MyD88 BLA -3, STAT3 act 94, STAT3 blocker 10 and S1P3 antag 2.
For c1n[nH]c(SCCCCSc2ncn[nH]2)n1 the results were PPARg SRC1 recr 0, SRC2 TRFRET art 1535, RAM inhibit 0.2, PPARg SRC-2 ag -2, STAT1 blocker -3, PPARg SRC-3 ag -1, TLR4-MyD88 BLA -6, ROMK primary -0.056, STAT3 act 99 and STAT3 blocker 1.
Screening O=C(Oc1c(Cl)cc(Cl)c2cccnc12)N1CCCCC1 returned PPARg SRC1 recr 2, SRC2 TRFRET art 1700, RAM inhibit 0.7, PPARg SRC-2 ag 6, STAT1 blocker -2, PPARg SRC-3 ag 1, TLR4-MyD88 BLA 3, STAT3 act 98 and STAT3 blocker 6.
`Cc1ccc2sc(N(CCCN(C)C)C(=O)c3nc4ccccc4s3)nc2c1C` gave PPARg SRC1 recr -2, SRC2 TRFRET art 1420, RAM inhibit 2.9, PPARg SRC-2 ag -13, STAT1 blocker 0, PPARg SRC-3 ag -7, TLR4-MyD88 BLA 3, ROMK primary -1.4, STAT3 act 112, STAT3 blocker -13 and S1P3 antag -3.
`COC(=O)c1ccc(NC(=O)N2CCCC(C(=O)c3ccccc3OC)C2)cc1` (configuration not stated) gave PPARg SRC1 recr 2, SRC2 TRFRET art 1511, RAM inhibit -0.2, PPARg SRC-2 ag -1, STAT1 blocker -2, PPARg SRC-3 ag 0, TLR4-MyD88 BLA -12, ROMK primary 0.44, STAT3 act 97, STAT3 blocker 8 and S1P3 antag 7.
COc1ccc(/C=N/N2CCOCC2)cc1O was read as PPARg SRC1 recr 7, SRC2 TRFRET art 1421, RAM inhibit 2.1, PPARg SRC-2 ag -3, STAT1 blocker 4, PPARg SRC-3 ag 1, TLR4-MyD88 BLA 7, ROMK primary -0.73, STAT3 act 108, STAT3 blocker -5 and S1P3 antag -4.
For Cc1cccc(C(OC(=O)c2ccco2)C(=O)NCc2ccccc2)n1 (configuration not stated) the results were PPARg SRC1 recr 1, SRC2 TRFRET art 1532, RAM inhibit -0.8, PPARg SRC-2 ag 7, STAT1 blocker -1, PPARg SRC-3 ag -2, TLR4-MyD88 BLA -1, ROMK primary 1.6, STAT3 act 99, STAT3 blocker 1 and S1P3 antag -4.
`CCN(CC(=O)NCc1cccs1)C(=O)c1ccccc1Cl` gave PPARg SRC1 recr 5, SRC2 TRFRET art 1340, RAM inhibit 2.2, PPARg SRC-2 ag 2, STAT1 blocker 2, PPARg SRC-3 ag -5, TLR4-MyD88 BLA 2, ROMK primary -0.25, STAT3 act 100, STAT3 blocker 1 and S1P3 antag -12.
N#Cc1ccccc1OCC(=O)N1CCc2ccccc2C1 was read as PPARg SRC1 recr -1, SRC2 TRFRET art 1526, RAM inhibit 1.1, PPARg SRC-2 ag 0, STAT1 blocker -6, PPARg SRC-3 ag -3, TLR4-MyD88 BLA -4, ROMK primary -0.067, STAT3 act 95, STAT3 blocker 7 and S1P3 antag 0.
For CCCCOc1ccc(/C(N)=N/O)cc1 the results were PPARg SRC1 recr 3, SRC2 TRFRET art 1438, RAM inhibit 0.5, PPARg SRC-2 ag 4, STAT1 blocker -3, PPARg SRC-3 ag -5, TLR4-MyD88 BLA 9, STAT3 act 111, STAT3 blocker -6 and S1P3 antag -20.
Screening Cc1ccc(NC(=S)Nc2ccc3nc(-c4ccccn4)c(-c4ccccn4)nc3c2)cc1C returned PPARg SRC1 recr 0, SRC2 TRFRET art 1530, RAM inhibit -0.1, PPARg SRC-2 ag -4, STAT1 blocker -12, PPARg SRC-3 ag -2, TLR4-MyD88 BLA 1, ROMK primary -0.25, STAT3 act 102, STAT3 blocker -5 and S1P3 antag -9.
CCN1CCN(CCC(=O)Nc2ccc3c(c2)OCO3)CC1 was read as PPARg SRC1 recr 0, SRC2 TRFRET art 1481, RAM inhibit 1.7, PPARg SRC-2 ag 7, STAT1 blocker 2, PPARg SRC-3 ag -2, TLR4-MyD88 BLA -5, ROMK primary -0.33, STAT3 act 109 and STAT3 blocker -7.
`CCN(C(=O)COC(=O)c1ccccc1NC(=O)c1ccco1)C1CCS(=O)(=O)C1` (configuration not stated) gave PPARg SRC1 recr 6, SRC2 TRFRET art 1438, RAM inhibit -1.0, PPARg SRC-2 ag -5, STAT1 blocker 0, PPARg SRC-3 ag 4, TLR4-MyD88 BLA -18, ROMK primary 1.4, STAT3 act 98, STAT3 blocker 12 and S1P3 antag -18.
For COc1cc(/C=C(\C#N)C(N)=O)ccc1OS(=O)(=O)c1ccc(C)cc1 the results were PPARg SRC1 recr 0, SRC2 TRFRET art 1304, RAM inhibit 0.2, PPARg SRC-2 ag 1, STAT1 blocker 0, PPARg SRC-3 ag -5, TLR4-MyD88 BLA -6, STAT3 act 110, STAT3 blocker -8 and S1P3 antag -10.
For Cc1ccccc1C1CC(c2ccc(F)cc2)Nc2nc(N)nn21 (configuration not stated) the results were PPARg SRC1 recr 3, SRC2 TRFRET art 1632, RAM inhibit 0.7, PPARg SRC-2 ag 13, STAT1 blocker 4, PPARg SRC-3 ag 7, TLR4-MyD88 BLA -13, STAT3 act 106 and STAT3 blocker -2.
Screening CC(C)(C)N(Cc1cc2ccccc2[nH]c1=O)C(=O)c1cccnc1 returned PPARg SRC1 recr -4, SRC2 TRFRET art 1368, RAM inhibit 1.9, PPARg SRC-2 ag -15, STAT1 blocker 0, PPARg SRC-3 ag -2, TLR4-MyD88 BLA 23, ROMK primary -0.46, STAT3 act 92, STAT3 blocker 13 and S1P3 antag -11.
CC1Oc2ccccc2C=C1/C=N/NC(=O)c1ccccc1 (configuration not stated) was read as PPARg SRC1 recr 1, SRC2 TRFRET art 1505, RAM inhibit 0.1, PPARg SRC-2 ag -4, STAT1 blocker -37, PPARg SRC-3 ag 3, TLR4-MyD88 BLA -6, ROMK primary -0.74, STAT3 act 107, STAT3 blocker -4 and S1P3 antag -5.
`CCOC(=O)C1CCCN(C(=O)CN2C(=O)COc3ccc(C(C)(C)C)cc32)C1` (configuration not stated) gave PPARg SRC1 recr 8, SRC2 TRFRET art 1637, RAM inhibit -0.5, PPARg SRC-2 ag 2, STAT1 blocker 3, PPARg SRC-3 ag -12, TLR4-MyD88 BLA -2, ROMK primary -0.62, STAT3 act 107, STAT3 blocker -3 and S1P3 antag -19.
CCN(CC)CCNc1ncnc2c1sc1nc(N3CCCC3)c3c(c12)CC(C)(C)OC3 was read as PPARg SRC1 recr -2, SRC2 TRFRET art 1419, RAM inhibit -1.3, PPARg SRC-2 ag -3, STAT1 blocker 6, PPARg SRC-3 ag 3, TLR4-MyD88 BLA 6, ROMK primary -0.67, STAT3 act 119, STAT3 blocker -15 and S1P3 antag 16.
Screening CCOC(=O)c1c(C)n(C)c2ccc(OCC(O)CN3C(=O)c4ccccc4S3(=O)=O)cc12 (configuration not stated) returned PPARg SRC1 recr -4, SRC2 TRFRET art 1563, RAM inhibit 5.0, PPARg SRC-2 ag -5, STAT1 blocker -1, PPARg SRC-3 ag 3, TLR4-MyD88 BLA -12, STAT3 act 107, STAT3 blocker -4 and S1P3 antag 6.
`Cc1ccc(OCC(=O)N(Cc2ccccc2)C(C)(C)C)c([N+](=O)[O-])n1` gave PPARg SRC1 recr -9, SRC2 TRFRET art 1367, RAM inhibit -0.9, PPARg SRC-2 ag -6, STAT1 blocker 8, PPARg SRC-3 ag -1, TLR4-MyD88 BLA 16, ROMK primary 0.98, STAT3 act 92, STAT3 blocker 12 and S1P3 antag -6.
For CC(=O)Nc1ccc(NC(=O)Nc2ccc(C)c(C)c2)cc1 the results were PPARg SRC1 recr 0, SRC2 TRFRET art 1557, RAM inhibit 1.8, PPARg SRC-2 ag 0, STAT1 blocker -27, PPARg SRC-3 ag -4, TLR4-MyD88 BLA -8, ROMK primary 0.29, STAT3 act 91, STAT3 blocker 14 and S1P3 antag 1.
O=C(Nc1ccc(NC(=O)c2cc3ccccc3o2)cc1)c1ccc2c(c1)OCCO2 was read as PPARg SRC1 recr 7, SRC2 TRFRET art 1611, RAM inhibit 2.9, PPARg SRC-2 ag 10, STAT1 blocker 24, PPARg SRC-3 ag 4, TLR4-MyD88 BLA -18, ROMK primary 0.24, STAT3 act 64, STAT3 blocker 47* and S1P3 antag -7.
For Cc1ccc(-c2cc(C(=O)N(C)Cc3cnn(C)c3C)c3cc(Br)ccc3n2)cc1 the results were PPARg SRC1 recr 7, SRC2 TRFRET art 1910, RAM inhibit 0.0, PPARg SRC-2 ag 6, STAT1 blocker -10, PPARg SRC-3 ag 10, TLR4-MyD88 BLA 5, STAT3 act 91, STAT3 blocker 10 and S1P3 antag 2.
Screening COc1ccc(CN(C(=O)c2ccco2)c2ccc(Br)cc2)cc1OC returned PPARg SRC1 recr 3, SRC2 TRFRET art 1606, RAM inhibit 1.5, PPARg SRC-2 ag -3, STAT1 blocker 1, PPARg SRC-3 ag 9, TLR4-MyD88 BLA -6, STAT3 act 107, STAT3 blocker -6 and S1P3 antag -17.
Screening Cc1ccc(OC(=O)N2CCOCC2)cc1 returned PPARg SRC1 recr 2, SRC2 TRFRET art 1690, RAM inhibit 0.9, PPARg SRC-2 ag 2, STAT1 blocker -5, PPARg SRC-3 ag 8, TLR4-MyD88 BLA 9, STAT3 act 92 and STAT3 blocker 12.
